TAAR1 antagonist – human TAAR1 antagonism; Q96RJ0; CHO RD-HGA16 TAAR1, Fluo-8 calcium fluorescence, antagonist; inhibition, % at 3 µM; 1.5% of 360,000 active;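 active = inhibition above a per-plate cutoff, the mean inhibition of test compounds on that plate plus 3 SD, cut at about 49% in these data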;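 note: 0% = DMSO plus EC80 beta-PEA response and 100% = DMSO alone without agonist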
Target sequence (Q96RJ0 whole entry, looked up): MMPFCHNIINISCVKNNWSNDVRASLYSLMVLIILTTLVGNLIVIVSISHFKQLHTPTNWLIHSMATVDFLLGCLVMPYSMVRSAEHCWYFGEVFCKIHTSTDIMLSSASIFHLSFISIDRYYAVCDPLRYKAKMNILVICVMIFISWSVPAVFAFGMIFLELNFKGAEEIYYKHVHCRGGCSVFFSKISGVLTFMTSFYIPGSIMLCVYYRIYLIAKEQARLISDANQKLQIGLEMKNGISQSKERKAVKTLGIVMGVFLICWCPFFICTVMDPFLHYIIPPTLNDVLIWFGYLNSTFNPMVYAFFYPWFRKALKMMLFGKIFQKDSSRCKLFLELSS
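Test system: CHO RD-HGA16 cells bearing hTAAR1 | Reagent: β-PEA, EC80 | Compound dosing: 3 µM, single point | Schedule: Dye loading 75 min at 37 °C, then 30 min room temperature | Signal: Calcium fluorescence with Fluo-8 | Evaluation: Percent inhibition of PEA-evoked calcium signal, max/basal emission ratio | Control set: DMSO-only wells and EC80 β-PEA-stimulated wells | Repeats: Singlicate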
M1 ag – human M1 muscarinic receptor agonism. P11229. CHO-K1 hM1, Fluo-8 calcium fluorescence, agonist mode; 0% DMSO, 100% acetylcholine EC100. activation, % at 3 µM. 0.33% of 360,000 active;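 active = activation above the run's mean compound activation plus 3 SD, cut at about 16% in these data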;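 note: peak over basal fluorescence ratio within a 140 s kinetic read after compound addition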
V1aR counter – activates human V1a receptor in oxytocin agonist counter-screen. P37288. CHO-V1R cells, Fluo-8 calcium fluorescence, agonist mode; 0% DMSO, 100% 3 nM vasopressin. activation, % at 3 µM. 0.25% of 320,000 active. AID 2797;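 active = activation above the mean activation of all tested compounds plus 3 SD, per screening run, cut at about 20% in these data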;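 note: signal is peak over basal fluorescence ratio across a 100 second FLIPR read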
TAAR1 agonist – human TAAR1 agonism; activation, % at 3 µM; Q96RJ0; CHO RD-HGA16 TAAR1, Fluo-8 calcium fluorescence; vehicle wells 0%, saturating PEA agonist 100%; 0.99% of 360,000 active; AID 624467;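 active = activation above the mean activation of all test compounds in the run plus 3 SD, cut at about 38% in these data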
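System: CHO RD-HGA16 cells carrying human TAAR1 plus Gα16; Incubation: 17-24 h seeding, 75 min 37 °C dye, 30 min RT; Measured by: Fluo-8 fluorescence, 5 s baseline then 140 s kinetic read; Control set: DMSO and PEA EC100; Replication: single well for each compound.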
OXTR potentiate – potentiates the human oxytocin receptor response; P30559; CHO-OTR cells, Fluo-8 calcium fluorescence, potentiator mode; 0% = oxytocin EC15, 100% = EC100; activation, % at 3 µM; 0.061% of 320,000 active;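 active = activation above that plate's cutoff, the mean activation of tested compounds plus 3 SD, cut at about 6.6% in these data, passing the limit was not always enough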;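 note: 100% uses oxytocin at 75 nM as the full agonist control; some results filed as inactive read as strong as hits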
Target sequence (P30559 whole entry, looked up): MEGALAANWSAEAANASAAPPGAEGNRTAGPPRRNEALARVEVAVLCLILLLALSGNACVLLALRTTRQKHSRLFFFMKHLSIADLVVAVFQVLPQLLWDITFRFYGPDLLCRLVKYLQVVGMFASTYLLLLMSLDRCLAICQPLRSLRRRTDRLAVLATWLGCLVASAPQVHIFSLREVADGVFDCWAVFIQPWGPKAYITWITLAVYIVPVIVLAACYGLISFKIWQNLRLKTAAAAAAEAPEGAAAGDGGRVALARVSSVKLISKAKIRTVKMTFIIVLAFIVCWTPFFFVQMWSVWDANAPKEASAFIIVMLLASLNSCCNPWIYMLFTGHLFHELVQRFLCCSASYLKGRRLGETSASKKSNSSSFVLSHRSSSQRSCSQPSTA
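System: human OTR in CHO cells / Also added: sub-maximal oxytocin, roughly EC15 / Control set: EC15 oxytocin low, 75 nM oxytocin high / Schedule: 6 min compound pre-incubation at room temperature, 100 s kinetic read / Compound: single-point 3.0 µM / Replication: singlicate / Technique: Fluo-8 calcium dye fluorescence / Read-out basis: % activation of max/min ratio relative to oxytocin controls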
M1 antag – antagonists of human M1 muscarinic receptor; CHO-K1 hM1, Fluo-8 calcium fluorescence, ACh EC80 antagonist; inhibition, % at 3 µM; 1.3% of 360,000 active; AID 588852;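 active = percent inhibition above its own plate's cutoff, namely the mean of that plate's compound wells plus 3 SD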;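 note: peak over basal fluorescence ratio during 140 s after agonist addition; 0% = ACh EC80 plus DMSO and 100% = DMSO alone without agonist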
M1 PAM – positive allosteric modulators of human M1 muscarinic receptor; P11229; CHO-K1 hM1, Fluo-8 calcium fluorescence, ACh EC20; 0% = ACh EC20, 100% = maximal ACh; activation, % at 3 µM; 0.088% of 360,000 active; in the data active = activation above about 19%, passing the limit was not always enough
CHO parental Ca – signal in parental CHO cells, OX1R antagonist counter-screen. parental CHO-K1, ATP-induced calcium, Fluo-8 fluorescence. inhibition, % at 5.6 µM. 0.63% of 330,000 active. AID 463079;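 active = inhibition above that plate's mean sample inhibition plus 3 SD, cut at about 26% in these data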;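 note: 0% = ATP-challenged DMSO wells and 100% = DMSO wells without ATP; some compounds past the cut are filed as inactive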
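material = parental CHO cells | also added = ATP as calcium-mobilizing challenge | dosing = single point at 5.6 µM | detection = intracellular calcium via Fluo-8 no-wash fluorescent dye | read-out = % inhibition | benchmarks = low control ATP plus DMSO, high control DMSO only | repeats = one well per compound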
OXTR ag – activates the human oxytocin receptor. P30559. CHO-OTR cells, Fluo-8 calcium fluorescence; normalized: DMSO 0%, oxytocin 100%. activation, % at 3 µM. 0.32% of 320,000 active. AID 2435;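 active = activation above the mean of all tested compounds plus 3 SD, cutoff set per screening run, cut at about 20% in these data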;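 note: peak over basal fluorescence ratio from a 100 s FLIPR kinetic read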
* marks the source's active call; other numbers are inactive results; · = not tested or not shown.

no. | SMILES | CHO parental Ca | OXTR potentiate | TAAR1 antagonist | M1 ag | TAAR1 agonist | V1aR counter | M1 PAM | OXTR ag | M1 antag
1 | CC(C)Cn1c(NCCO)nc2ccccc21 | -7.0 | -1.3 | 3.1 | -4.3 | 13.5 | -0.4 | 11.7 | 1.0 | -8.2
2 | CCc1ccc(NC(=O)Cn2nc(C(F)(F)F)c3c2CCC3)cc1 | 39.9* | -8.7 | -5.0 | -2.5 | 1.0 | 0.7 | -2.9 | -1.0 | 4.8
3 | COc1ccc2c(c1)C(C)(Cc1ccc(C(=O)c3ccccc3)cc1)C(=O)N2 (configuration not stated) | · | · | 27.7 | 3.6 | 3.8 | · | -0.7 | · | 1.4
4 | O=C(O)Cc1ccc(NC(=O)c2ccc3c(c2)C(=O)N(CC2CCCO2)C3=O)cc1 (configuration not stated) | -14.4 | -8.9 | -11.1 | -2.5 | 1.6 | 1.1 | 5.9 | 0.0 | -8.6
5 | O=c1oc2cc(Br)ccc2n1Cc1ccccc1 | -2.5 | -6.9 | 15.6 | -4.9 | 6.1 | 0.2 | -4.7 | -2.5 | 2.8
6 | CCCCSc1nnc(CNC(=O)C23CC4CC(CC(C4)C2)C3)n1Cc1ccccc1 | -16.9 | -1.5 | -21.1 | -5.3 | 6.1 | -1.3 | 8.1 | -2.1 | -7.5
7 | CC1(C)CC(=O)C([N+](=O)[O-])=C(NCCCC(=O)O)C1 | 1.2 | -7.0 | -3.8 | -7.3 | 0.3 | 0.8 | -5.6 | 1.7 | 3.7
8 | CC(C)Cc1nc2oc3c(NCCCN4CCOCC4)ncnc3c2c2c1CCC2 | -21.9 | 1.9 | -1.3 | -12.7 | 4.2 | -1.2 | -0.3 | -0.6 | -6.4
9 | O=C(NCc1ccccc1)c1cc(-c2ccco2)on1 | -9.2 | -1.6 | 2.6 | -7.7 | 0.8 | -1.4 | 0.2 | -1.6 | -0.8
10 | O=C(CSc1nnc(CNC(=O)c2ccccc2)o1)Nc1ccc2c(c1)OCO2 | 0.6 | 8.8 | -28.5 | -2.4 | 3.6 | 1.3 | 10.9 | -0.6 | -12.4
11 | O=C(Nc1ccc(C(=O)N2CCN(c3ccc(Cl)cc3)CC2)cc1)C1=CSCCO1 | -11.7 | -2.9 | -24.3 | -2.9 | 1.7 | 0.6 | 3.5 | 0.5 | -1.9
12 | COc1ccc(CNC(=O)C[C@H]2C(=O)N(C3CCCCC3)C[C@@H]2Cc2ccccc2)cc1 | -19.3 | -3.9 | 0.8 | -4.3 | 15.4 | -0.7 | 6.2 | -1.1 | 1.2
13 | CCC(C)NC(=O)CSc1nnc(-c2ccc(Cl)cc2)n1N (configuration not stated) | -2.9 | -2.7 | -11.1 | -0.7 | 1.4 | -0.5 | -0.6 | 0.0 | 12.1
14 | Cc1sc2nc(CSCC(=O)N3CC(C)OC(C)C3)[nH]c(=O)c2c1C (configuration not stated) | · | · | -9.2 | -3.7 | 2.0 | · | 13.2 | · | -17.8
15 | Cn1c(-c2ccc(F)cc2)cnc1SCC(=O)Nc1ccccc1 | -28.3 | -18.9 | -1.0 | -3.6 | 2.3 | 3.0 | -16.9 | 1.6 | 8.6

Quoted at random: two entries already listed
no. | SMILES | CHO parental Ca | OXTR potentiate | TAAR1 antagonist | M1 ag | TAAR1 agonist | V1aR counter | M1 PAM | OXTR ag | M1 antag
10 | O=C(CSc1nnc(CNC(=O)c2ccccc2)o1)Nc1ccc2c(c1)OCO2 | 0.6 | 8.8 | -28.5 | -2.4 | 3.6 | 1.3 | 10.9 | -0.6 | -12.4
15 | Cn1c(-c2ccc(F)cc2)cnc1SCC(=O)Nc1ccccc1 | -28.3 | -18.9 | -1.0 | -3.6 | 2.3 | 3.0 | -16.9 | 1.6 | 8.6

Other entries:
no. | SMILES | CHO parental Ca | OXTR potentiate | TAAR1 antagonist | M1 ag | TAAR1 agonist | V1aR counter | M1 PAM | OXTR ag | M1 antag
16 | O=S(=O)(O/N=C1\CCCc2ccccc21)c1ccccc1 | 5.6 | -1.9 | -1.8 | -1.4 | 6.2 | 0.2 | 6.8 | 0.7 | -14.9
17 | Clc1cc(Br)ccc1OCCn1ccnc1 | -6.5 | -4.1 | 7.0 | -5.8 | 4.6 | -0.3 | -9.6 | -0.6 | 10.2
18 | CCCNC(=O)c1cc(C2CCCN(C(=O)C3CC3)C2)on1 (configuration not stated) | · | · | -7.4 | -5.6 | -0.1 | · | 5.0 | · | -8.9
19 | O=C(CSc1nc2ccccc2c(=O)n1NC(=O)c1ccccc1)c1ccccc1 | -9.4 | 1.4 | 0.2 | -3.0 | 7.8 | 2.2 | 8.2 | -0.6 | -10.1
20 | COc1ccccc1N1CCN(C(=O)CSc2nc(N)cc(=O)[nH]2)CC1 | -0.4 | -4.0 | -5.2 | -5.4 | 1.2 | 0.5 | 8.7 | -0.3 | -8.9
21 | CC(C)OC(=O)c1c(NS(=O)(=O)c2ccccc2)sc2c1CCCC2 | -10.0 | -11.8 | 45.4 | 0.9 | 62.3* | 7.1 | 7.7 | 11.1 | -10.8
22 | CN(C)S(=O)(=O)c1cccc(-c2csc(N/N=C/c3ccco3)n2)c1 | -22.4 | -16.1 | -13.1 | -1.9 | 1.5 | -0.1 | 1.3 | -1.0 | -3.8
23 | CCOC(=O)C1=C(COC(=O)c2ccccc2OC(F)F)NC(=O)NC1C (configuration not stated) | -9.8 | 1.2 | 10.7 | 1.1 | 2.9 | -0.7 | 11.8 | 0.3 | -12.2
24 | CCCOc1ccc(C2C(=O)N(C3CCCCC3)CC(=O)N2CCC)cc1OC (configuration not stated) | -6.7 | -0.6 | 3.4 | -6.5 | 2.0 | -1.4 | 7.0 | -1.4 | -5.0
25 | CCOc1ccc(CN2CCN(CCCn3cccn3)CC2CCO)cc1 (configuration not stated) | 0.2 | 7.0 | -37.6 | -8.4 | -0.3 | 0.6 | 5.6 | 0.6 | -15.1
26 | O=C(O)C1=CCC=CC1C(=O)O (configuration not stated) | · | · | -20.6 | -0.5 | 3.5 | · | 4.3 | · | -13.5
27 | CCOC(=O)C(C)NC(=O)Cn1ncc2c(=O)oc3ccc(C)cc3c21 (configuration not stated) | -9.5 | -0.5 | 21.6 | -2.8 | -4.4 | 0.9 | 7.2 | 1.0 | -11.5
28 | CC(=O)Nc1ccc(N2C(=O)CSC2c2ccc([N+](=O)[O-])cc2)cc1 (configuration not stated) | -1.4 | -0.9 | -7.8 | -2.8 | 9.2 | 1.2 | 7.1 | 3.5 | -4.2
29 | COc1ccc(CCNC(=O)C(=O)NCC2OCCN2S(=O)(=O)c2ccc(Br)cc2)cc1 (configuration not stated) | -3.4 | -5.5 | 3.3 | -3.0 | 1.8 | 7.9 | 2.9 | 8.9 | 8.7
30 | CCOC(=O)c1cnc2c(cnn2C)c1NCCCN(C)C | -7.4 | 4.6 | 3.4 | -0.2 | 4.9 | 1.0 | 8.0 | 2.4 | -8.5
31 | CCOc1ccc(N2Cc3ccccc3C2)cc1 | -14.2 | -3.3 | -9.5 | -11.9 | -4.0 | -0.7 | 0.2 | -1.3 | -3.2
32 | Oc1ccc2c(c1)oc1cc(O)ccc12 | 8.6 | -3.6 | 3.0 | -3.1 | 2.1 | 2.0 | 5.7 | 2.1 | -6.4
33 | O=C(c1ccc(Br)cc1)N1CCN(S(=O)(=O)c2ccccc2)CC1 | -0.8 | -1.2 | -9.9 | -1.6 | 1.7 | 3.7 | 2.4 | 1.8 | -7.9
34 | O=C(CSc1ccc(-c2ccc(Cl)cc2)nn1)Nc1ccc2c(c1)OCCO2 | -14.8 | -7.2 | 14.8 | -7.8 | -1.2 | 0.3 | 4.6 | -1.4 | -2.8
35 | CC(=O)N1c2ccc(S(=O)(=O)N3CCCC3C(=O)Nc3ccc(C)cc3)cc2CC1C (configuration not stated) | -29.1 | -2.3 | -10.3 | -3.6 | 2.1 | 0.2 | 2.3 | 0.0 | -2.3
36 | Cc1cccc(C)c1NC(=O)CSCC(=O)O | 1.7 | 0.7 | 16.2 | -1.8 | 2.3 | 0.1 | 6.7 | -0.1 | -7.3
37 | CC(C)Cn1c(N)c(C(=O)CSc2ccc3c(c2)OCCO3)c(=O)n(C)c1=O | 54.5* | -11.6 | 44.3 | 3.5 | 23.0 | 12.0 | -3.9 | 18.6 | 19.6
38 | C=CCNC(=O)c1ccc(N(CC=C)S(C)(=O)=O)cc1 | -7.1 | -14.0 | -15.0 | -3.2 | 0.6 | 0.1 | -2.0 | 0.1 | -17.2
39 | NCC(O)COCCC12CC3CC(CC(C3)C1)C2 (configuration not stated) | -18.8 | -1.9 | -5.0 | -1.4 | 12.2 | 0.6 | 6.7 | 4.0 | -10.2
40 | Cc1nnc(SCC(=O)N2CCN(C(=O)c3ccco3)CC2)n1C | 7.0 | 1.3 | -9.3 | -3.8 | 2.0 | 0.4 | 4.1 | 1.6 | -4.1
41 | Cn1c(SCC(=O)NC2CCCc3ccccc32)nnc1C1CC1 (configuration not stated) | · | · | -24.8 | -2.2 | 4.6 | · | 6.4 | · | -10.1
42 | Clc1cccc(-c2nnc3n2CCCCC3)c1 | -2.8 | -1.4 | -13.2 | -7.1 | -0.1 | 0.9 | 7.2 | -0.8 | -9.8
43 | COc1cccc(CNC(=S)NC2CC2)c1 | -5.5 | -1.2 | 14.6 | -4.7 | 3.9 | 0.1 | -10.9 | -0.6 | 6.5
44 | CCOc1ccc(S(=O)(=O)N2CCCCC2)cc1NC(=O)C1CSC2(C)CCC(=O)N12 (configuration not stated) | -21.7 | -5.8 | -4.6 | -5.3 | 1.9 | -1.2 | 4.1 | -1.3 | -7.8
45 | CN1CCN(C(=S)NCCc2ccccc2)CC1 | -15.6 | 6.0 | -11.7 | -6.6 | 22.0 | 0.1 | -2.7 | 0.5 | 1.7
46 | Cc1ccc(C)c(S(=O)(=O)N2CCCOC2CNC(=O)C(=O)NCCc2ccco2)c1 (configuration not stated) | -24.4 | -3.1 | -3.6 | -1.5 | 2.2 | 2.5 | 4.0 | 0.1 | -7.8
47 | O=C(CSc1nc2ccccc2c(=O)n1CC1CCCO1)NCC1CCCO1 (configuration not stated) | -3.8 | 7.4 | 13.7 | -5.5 | 7.0 | -0.1 | 8.4 | -0.7 | -10.3
48 | CCOc1ccc(OCC(=O)Nc2c3c(nn2C(C)(C)C)CS(=O)(=O)C3)cc1 | -12.0 | -6.2 | -9.9 | -1.6 | 3.3 | -0.9 | 4.0 | -0.6 | -6.5
49 | CCCC(C)C(=O)Nc1nnc(C)s1 (configuration not stated) | 2.0 | -1.9 | 3.1 | -2.4 | 7.9 | -0.1 | 13.4 | 0.6 | -13.9

Screens deposited in PubChem BioAssay by The Scripps Research Institute Molecular Screening Center.
